ASM inhibitor: inhibitors of human secretory acid sphingomyelinase; Potency, µM (titrated, usually from 57.5 µM), for inactives: at the top dose activity change, negative = inhibition, most hits filed as inhibitors; actives 0.006% (n = 340,000); AID 504937; placental ASM, HMU-PC fluorogenic substrate, 60 min; also: potency is read from the fitted curve at half-maximal effect
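Human placenta-derived ASM enzyme was preincubated with compound for 10 minutes at room temperature, then given fluorogenic substrate HMU-PC0 (9 uM final) for 60 minutes at 37 °C; a pH 10 stop preceded fluorescence reading at Ex 386/Em 447 nm.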
BCR signal inh: blocks chronic active B-cell receptor signaling | ABC-DLBCL IkBa-CBG/CBR reporter, luminescence ratio, 4 h | Potency, µM (doses to about 46.1 µM), inactives show top-dose ratio change, negative = lower green/red ratio, usual class: inhibitors | AID 493014 | actives 0.05% (n = 340,000); active = well fitted inhibition curve with a large enough effect in the signal ratio, with a control signal flat, not every such curve was filed as active; inconclusive = small, poorly fitted or top-dose-only effect, or effect the other way, or a change in a side signal; the % refers to the signal ratio;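 also: potency is read from the fitted curve at half-maximal effect; plate controls were basal doxycycline-induced cells for no effect and cells given 10 µM MG132 for full effect; MG132 reads +100%, hits lower the ratio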
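Compounds up to 46 uM were incubated four hours with TMD8 cells whose green CBG68 luciferase is fused to IkappaBalpha; red CBR luminescence normalised the signal, and concentration-effect curves were fitted to fusion, red and ratio data.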
TCR act: T cell receptor activation | AID 504894 | Potency, µM (highest dose often 9.22 µM), for inactives: top-dose activation of IL-2 secretion, hits mostly activators | 330,000 tested, under 10 active | primary human leukocytes, anti-CD3, IL-2 HTRF, 48 h; also: % of control where 0% means no effect
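Primary human leukocytes receive a-CD3 beads and test compound and are incubated 48 hr. Secreted IL-2 is then assayed by HTRF, measuring 665nm acceptor emission after 320nm excitation of the europium donor.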
TSHR antag: blocks TSH signaling through the human TSH receptor; actives 0.2% (n = 330,000); activity change, negative = inhibition, % at 11.5 µM; P16473; TSHR-expressing cells, TSH-stimulated cAMP HTRF, 2 h; hits give low values;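 active = activity change below a set negative limit, meaning inhibition stronger than a set level, cut at about -70% in these data; inconclusive = activity change between two set negative limits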; also: % is scaled to controls: 0 for no effect and ±100 for the full control effect
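TSHR-expressing cells, 200/well, pre-treated with compound, then stimulated with EC80 TSH (4nM final) for 2 hours at 37 deg C. cAMP measured by competitive HTRF: anti-cAMP cryptate antibody in lysis buffer plus cAMP-d2, read after 30 minutes at room temperature.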
AT treatment: candidate therapy for ataxia-telangiectasia; […] A-T fibroblasts, KAP-1 phosphorylation AlphaLISA; neocarzinostatin DNA damage 30 min before lysis; Potency, µM (highest dose often 57.5 µM), without a hit: at the top dose activation, usual class: activators; actives 0.19% (n = 320,000); AID 485349; also: potency is read from the fitted curve at half-maximal effect; % of control where 0% means no effect; nearly all actives have a fitted effect of over 45% in size
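ATM-like activity read as KAP-1 phosphorylation via AlphaLISA donor/acceptor antibody pairs after lysis and 6 hr at 25C. Cells were ATM-null patient fibroblasts ([…], hTERT), dosed 60 min, then exposed to the DSB inducer NCS for 30 min.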
Integrin act MD: integrin-mediated muscular dystrophy alleviation activation | actives 0.064% (n = 350,000) | AID 624291 | Potency, µM (top dose mostly 38.3 µM), for the others: at the top dose activation, hits mostly activators | alpha7betagal myoblasts, beta-gal FDG fluorescence, 48 h;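 also: potency is read from the fitted curve at half-maximal effect; 100% = response of the positive control SU9516; nearly all actives have a fitted effect of over 60% in size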
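alpha7betagal+/- myoblasts (passage 13, 250/well) treated 48 h at 37C with compounds at 1:260 dilution of DMSO stock. Lysed, then beta-galactosidase activity read as FDG fluorescence (ex 480/em 540) after 30 min, with pre-read for autofluorescence.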
Mito fusion act: blocks mitochondrial division or promotes mitochondrial fusion | S. cerevisiae fusion-defective mutant growth rescue, CellTiterGlo 48 h | Potency, µM (highest dose often 46.1 µM), without a hit: top-dose growth rescue (activation), most hits filed as activators | actives 0.23% (n = 320,000) | AID 485298;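 also: potency is read from the fitted curve at half-maximal effect; % of control where 0% means no effect; nearly all actives have a fitted effect of over 45% in size; temperature-sensitive fusion mutants such as fzo1-1 at 37 °C on non-fermentable ethanol glycerol medium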
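Growth-rescue viability read-out: after 48 h at the non-permissive 37C in glycerol/ethanol YPEG, yeast mitochondrial fusion mutants are measured by CellTiterGlo luminescence; compounds (23 nl pinned per well) restoring growth score as division inhibitors or fusion activators.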
ELG1 repair inh: inhibitors of ELG1-dependent DNA repair in HEK293T cells; HEK293T ELG1-luciferase reporter, luminescence, 16 h; DNA damage induced by 5-fluorouridine; Potency, µM (series often up to 46.1 µM), for the others: at the highest dose activity change, negative = inhibition, hits mostly inhibitors; actives 2.3% (n = 330,000); AID 504467; also: potency is read from the fitted curve at half-maximal effect; % is scaled to controls: 0 for no effect and ±100 for the full control effect; nearly all actives have a fitted effect of over 55% in size
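Luminescence from the luciferase reporter, measured 30 min after ONE-Glo reagent at room temperature, was the read-out. Beforehand, 2,000 cells per well were exposed for 16 hr at 37 °C to 5-fluorouridine together with compound or vehicle.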
Eya2 phos inh: Eya2 (human) phosphatase inhibition. recombinant Eya2, OMFP fluorescence dephosphorylation (OMFP is methylfluorescein phosphate). Potency, µM (titrated, usually from 76.9 µM), without a hit: at the highest dose activity, negative = inhibition, hits mostly inhibitors. actives 0.006% (n = 330,000). O00167. AID 488837; also: potency is read from the fitted curve at half-maximal effect; % is scaled to controls: 0 for no effect and ±100 for the full control effect
Target sequence (O00167 whole entry, looked up): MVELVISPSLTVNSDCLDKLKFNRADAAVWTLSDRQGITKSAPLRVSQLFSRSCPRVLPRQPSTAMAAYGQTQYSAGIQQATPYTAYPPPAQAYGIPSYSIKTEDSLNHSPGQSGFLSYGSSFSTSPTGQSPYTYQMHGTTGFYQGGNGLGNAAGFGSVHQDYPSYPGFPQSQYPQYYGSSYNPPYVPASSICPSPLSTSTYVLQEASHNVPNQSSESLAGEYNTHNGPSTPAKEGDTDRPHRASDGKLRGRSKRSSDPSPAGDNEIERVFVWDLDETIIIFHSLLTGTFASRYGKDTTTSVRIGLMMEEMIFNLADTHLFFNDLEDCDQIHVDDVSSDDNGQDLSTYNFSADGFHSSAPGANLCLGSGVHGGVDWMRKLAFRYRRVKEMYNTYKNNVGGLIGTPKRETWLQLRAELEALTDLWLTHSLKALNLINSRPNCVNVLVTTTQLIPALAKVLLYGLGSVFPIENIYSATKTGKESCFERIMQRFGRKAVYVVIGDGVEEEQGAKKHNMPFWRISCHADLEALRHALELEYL
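Eya2 protein (added as 0.2 uM solution) was preincubated with compound for 10 min at ambient temperature in 50 mM HEPES pH 7.5, 50 mM NaCl, 5 uM MgCl2, 0.05% BSA, 1 mM DTT. OMFP (added at 50 uM) then reacted 10 min; fluorescence read at 485/525 nm.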
Tb PFK inh: inhibitors of T. brucei phosphofructokinase | T. brucei PFK, ADP-Glo luminescence | AID 485367 | Potency, µM (highest dose often 57.5 µM), for the others: at the highest dose activity, negative = inhibition, usual class: inhibitors | actives 0.17% (n = 330,000) | O15648;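 also: potency is read from the fitted curve at half-maximal effect; 0% = uninhibited 1x PFK enzyme wells and -100% = no-enzyme wells; nearly all actives have a fitted effect of over 60% in size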
Target sequence (O15648 whole entry, looked up): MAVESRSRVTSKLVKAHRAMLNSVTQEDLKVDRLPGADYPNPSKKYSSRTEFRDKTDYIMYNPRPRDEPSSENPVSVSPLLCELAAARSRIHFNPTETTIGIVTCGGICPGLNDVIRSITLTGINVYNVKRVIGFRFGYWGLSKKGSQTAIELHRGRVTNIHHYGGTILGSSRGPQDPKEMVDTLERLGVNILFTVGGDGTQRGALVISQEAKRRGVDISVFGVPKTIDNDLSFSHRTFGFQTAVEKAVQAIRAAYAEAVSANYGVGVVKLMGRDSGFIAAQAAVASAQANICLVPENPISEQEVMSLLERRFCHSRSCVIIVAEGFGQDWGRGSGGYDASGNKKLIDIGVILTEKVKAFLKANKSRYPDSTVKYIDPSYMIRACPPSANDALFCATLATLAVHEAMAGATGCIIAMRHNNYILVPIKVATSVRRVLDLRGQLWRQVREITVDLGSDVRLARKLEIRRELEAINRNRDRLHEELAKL
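1.25 nM PFK with 0.5 mM F6P and 0.1 mM ATP in 0.1 M TEA pH 8.0, 5 mM MgCl2, incubated 45 min at room temperature; ADP measured by ADP-Glo luminescence; compounds titrated up to 57 uM.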
TSG101-PTAP inh: blocks PTAP/TSG101 interaction to inhibit HIV-1 budding. Fluorescence polarization, FITC-PTAP peptide / Tsg101 binding. Potency, µM (series often up to 115 µM), without a hit: at the top dose activity change, negative = inhibition, most hits filed as inhibitors. 340,000 tested, under 10 active. Q99816; active = well fitted inhibition curve with a large enough effect in the main read-out, with a control signal flat, not every such curve was filed as active; inconclusive = small, poorly fitted or top-dose-only effect, or effect the other way, or a change in a side signal; inactive = no such curve, though single readings can be large or run the other way; also: potency is read from the fitted curve at half-maximal effect; % of control where 0% means no effect
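Steps: Tsg101 binding domain dispensed (10 uM final), compounds pinned in DMSO, FITC-labeled PTAP-motif peptide added (50 nM final); after 20 min binding at room temperature, polarization measured.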
An asterisk follows results filed as active; ? = inconclusive; nt = no result given; [ ] = dose if it differs, or a comment. Unless noted, calls follow the shape of the dose curve; as a rule, active = well fitted curve in the direction sought with a large enough effect; inconclusive = small, poorly fitted or top-dose-only effect, or another doubt; inactive = no such curve, though single readings can be large; an effect the other way counts as inactive or inconclusive.

Codes – A = ASM inhibitor; B = BCR signal inh; C = TCR act; D = TSHR antag; E = AT treatment; F = Integrin act MD; G = Mito fusion act; H = ELG1 repair inh; I = Eya2 phos inh; J = Tb PFK inh; K = TSG101-PTAP inh
> CCC(C)(C)n1nnnc1C(c1ccc(OC)c(OC)c1)N1CCN(C(=O)c2ccco2)CC1 (centres undefined)
  A: 0%	B: 8%	C: 2%	D: -1	E: -1%	F: 4%	G: 0%	H: 23%	I: 5%	J: 0%	K: 1%

> Cc1ccc2nc(SCc3cn4c(C)cc(C)nc4n3)[nH]c2c1
  A: nt	B: 3%	C: -2%[46.1 µM]	D: -2	E: -2%	F: nt	G: 0%	H: 13%	I: 0%	J: 5%	K: nt

> CCCCNC(=S)N1CCN(c2ccc(C(C)=O)cc2)CC1
  A: -3%	B: 2%	C: -2%	D: 7	E: 0%	F: 1%	G: -14%	H: -1%	I: 3%	J: 4%	K: -7%

> Oc1c(C(c2ccccn2)N2CCOCC2)ccc2cccnc12 (centres undefined)
  A: 5%	B: ?	C: 4%	D: -4	E: -1%	F: -45%[inhibitor]	G: 3%	H: ?	I: -7%	J: -24%	K: -6%

> CSCc1cc(N2CCOCC2)nc(SCc2ccc(Cl)c(Cl)c2)n1
  A: -21%	B: 8%	C: 5%	D: -12	E: 5%	F: 14%	G: -8%	H: 8%	I: 5%	J: -2%	K: 1%

> CC(CCc1ccccc1)NC(=O)c1ccc(NC(=O)c2ccc(Cl)cc2Cl)cc1 (centres undefined)
  A: 0%	B: 8%	C: 5%[46.1 µM]	D: -7	E: 0%	F: 13%	G: -9%	H: -3%	I: -2%	J: -1%	K: 0%

> Cc1ccc2cc(/C=N/NC(=O)c3ccc(F)cc3)c(Cl)nc2c1
  A: -1%	B: -16%	C: -1%	D: -10	E: -5%	F: 6%	G: 13%	H: 13%	I: 17%	J: -1%	K: -1%

> COc1cccc2c(=O)ccoc12
  A: 0%	B: -3%	C: -8%	D: 10	E: 15%	F: -2%	G: 3%	H: ?	I: -22%	J: 1%	K: -1%

> Cc1ccc2c(c1)sc(C)[n+]2CCCS(=O)(=O)[O-]
  A: 7%	B: ?	C: 1%	D: 9	E: 1%	F: 0%	G: 12%	H: 15%	I: -3%	J: ?	K: -4%

> O=C(Nc1ccc(Oc2c(F)c(F)c(F)c(F)c2F)cc1)OC1CCN2Cc3ccccc3N=C12 (centres undefined)
  A: -20%	B: 17%	C: -3%	D: -8	E: 0%	F: -66%[inhibitor]	G: -8%	H: ?	I: -8%	J: 2%	K: -1%

> COCCN(C(=O)C(=O)NC1CCCC1)C(C(=O)NC1CCCC1)c1ccccc1F (centres undefined)
  A: 2%	B: ?	C: -1%	D: -4	E: -3%	F: 14%	G: 3%	H: 5%	I: -9%	J: 1%	K: -3%

> CCOC(=O)N1CCN(C(=O)COc2ccc3c(c2)C(=O)CC2(CCN(C(C)=O)CC2)O3)CC1
  A: 411%[activator]	B: 4%	C: -4%	D: -4	E: -10%	F: -1%	G: -2%	H: 5%	I: 8%	J: -4%	K: -2%

> O=C(CNC(=O)c1cccc(F)c1)OCc1cc(=O)n2cc(Br)ccc2n1
  A: 1%	B: ?	C: -3%[46.1 µM]	D: 27	E: -3%	F: -14%	G: -5%	H: 19%	I: 2%	J: -1%	K: -3%

> N#CCC(=O)N/N=C/c1ccc(OCC(=O)Nc2ccc(F)cc2)cc1
  A: 3%	B: ?	C: 5%	D: -11	E: -3%	F: -8%	G: ?	H: 11%	I: -3%	J: 0%	K: 0%

> Cc1cc(=O)oc2cc(OCC(=O)OCC(=O)Nc3ccccc3C(C)C)ccc12
  A: 95%[activator]	B: -3%	C: 6%[46.1 µM]	D: -11	E: -10%	F: 16%	G: 3%	H: ?	I: -1%	J: 5%	K: -1%

> O=C(COC(=O)CCOc1ccccc1)NCCc1ccccc1
  A: -2%	B: 1%	C: -1%	D: 10	E: 11%	F: -16%	G: 5%	H: 3%	I: -5%	J: 1%	K: 0%

> Cc1nc(SCC(=O)Nc2nc3ccccc3s2)c(C#N)c(C)c1C
  A: -1%	B: ?	C: 4%[46.1 µM]	D: -8	E: 1%	F: 0%	G: -2%	H: 5.2µM*	I: 0%	J: -11%	K: -2%

> OCCCn1c(-c2ccccc2)n[nH]c1=S
  A: 1%	B: 11%	C: 0%[46.1 µM]	D: 1	E: 0%	F: -14%	G: -3%	H: ?	I: -29%	J: -8%	K: -5%

> CCOC(=O)c1nn(-c2ccccc2)c(=O)cc1SC1CCCCC1
  A: -2%	B: 1%	C: 1%	D: 7	E: -4%	F: 3%	G: -4%	H: 4%	I: 8%	J: 0%	K: -7%

> CC1CCCCC1NC(=O)CN1C(=O)c2cccc(N)c2C1=O (centres undefined)
  A: 298%[activator]	B: 7%	C: -5%	D: -3	E: 6%	F: 12%	G: -6%	H: 12%	I: -8%	J: -5%	K: -8%

> Cc1cc(C)cc(OCC(=O)NCc2nc(-c3ccccc3)no2)c1
  A: -2%	B: -9%	C: 4%	D: 3	E: 14%	F: -6%	G: 16%	H: ?	I: -3%	J: 2%	K: -7%

> CCOC(=O)C1CCN(Cc2cnc(NC(=O)OC)s2)CC1
  A: 2%	B: -1%	C: -7%	D: 7	E: 3%	F: 28%	G: 2%	H: 15%	I: 13%	J: 1%	K: 3%

> CCOC(=O)N1CCN(CC(O)COc2c(OC)cccc2OC)CC1 (centres undefined)
  A: 3%	B: 5%	C: -1%	D: 6	E: -5%	F: 2%	G: 2%	H: -1%	I: -4%	J: -5%	K: -2%

> CC(=O)NC1C(=O)N(CCc2ccccc2)c2ccc(Br)cc21 (centres undefined)
  A: -8%	B: ?	C: -2%	D: 11	E: nt	F: 1%	G: 2%	H: -3%	I: 2%	J: 1%	K: -8%

> Cc1ccccc1CC1(CO)CCCN(Cc2cn[nH]c2-c2ccccc2)C1 (centres undefined)
  A: 2%	B: ?	C: -3%	D: 15	E: 5%	F: 47%	G: -4%	H: -9%	I: -8%	J: 3%	K: 3%

> COc1cc2c(cc1OC)CN(C(=O)c1ccc(N3CCCC3)c([N+](=O)[O-])c1)CC2
  A: -11%	B: ?	C: -4%	D: -5	E: -2%	F: -25%	G: 19%	H: ?	I: -11%	J: -1%	K: -3%

> Cc1cc2nc(CCN(C(=S)NCC3CCCO3)C3CCCC3)[nH]c2cc1C (centres undefined)
  A: -3%	B: ?	C: -3%	D: -7	E: -3%	F: -24%	G: 1%	H: ?	I: -6%	J: -8%	K: 1%

> CC(=O)C12CCCCC1CC1C3CC(C)C4(O)CC(=O)CCC4(C)C3CCC12C (centres undefined)
  A: 7%	B: -1%	C: 1%	D: 1	E: -3%	F: 7%	G: 3%	H: -13%	I: 2%	J: 2%	K: -5%

Outcome played no part in choosing rows; any-hit rate near 3.2%.
